# MBD2 DNA inh: blocks human MBD2 binding to methylated DNA; Q9UBB5; TR-FRET, MBD2 binding to methylated oligonucleotide; inhibition, % at 4.4 µM; 0.31% of 370,000 active; in the data active = inhibition above about 13%
# SIAE inh: human SIAE inhibition, primary screen; SIAE FP-Rh probe binding, fluorescence polarization; inhibition, % at 9.66 µM; 0.69% of 370,000 active;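 active = inhibition above a cutoff: mean of compounds within the control limits plus 3 SD of those, cut at about 17% in these data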;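 note: 0% = plate median of compound wells and 100% = probe without SIAE protein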
# Target sequence (Q9HAT2 whole entry, looked up): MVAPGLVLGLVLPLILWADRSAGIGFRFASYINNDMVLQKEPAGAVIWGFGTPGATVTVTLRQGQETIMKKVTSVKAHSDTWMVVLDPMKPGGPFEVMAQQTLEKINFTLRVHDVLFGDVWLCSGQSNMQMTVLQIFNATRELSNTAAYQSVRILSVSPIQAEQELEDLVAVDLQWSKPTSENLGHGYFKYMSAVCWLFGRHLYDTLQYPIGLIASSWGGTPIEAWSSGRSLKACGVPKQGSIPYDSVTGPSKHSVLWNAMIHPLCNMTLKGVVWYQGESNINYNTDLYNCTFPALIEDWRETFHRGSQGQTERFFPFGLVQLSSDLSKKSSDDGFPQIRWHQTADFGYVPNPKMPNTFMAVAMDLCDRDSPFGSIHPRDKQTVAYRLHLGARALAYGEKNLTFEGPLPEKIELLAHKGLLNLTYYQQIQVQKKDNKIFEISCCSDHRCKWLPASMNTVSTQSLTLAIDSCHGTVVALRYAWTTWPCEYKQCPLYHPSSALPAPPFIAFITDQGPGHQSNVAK
# LEDGF integ inh: blocks HIV-1 LEDGF/p75-dependent DNA integration; TR-FRET IN-LEDGF/p75 DNA integration, Eu/Cy5; AID 743269; 0.64% of 370,000 active; inhibition, % at 3.7 µM;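 active = inhibition above the screen-wide mean plus 3 SD, cut at about 13% in these data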;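 note: signal is the Cy5 over europium emission ratio at 671 and 618 nm; 0% = plate median of compound wells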
# KLK7 zymogen act: activators of human kallikrein-7 zymogen; P49862; purified proKLK7, EDANS-DABCYL substrate fluorescence; 100% is mature enzyme control, 0% vehicle; activation, % at 7 µM; 0.9% of 370,000 active; AID 652039;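 active = activation above the mean of all tested compounds plus 3 SD, computed per campaign excluding outliers beyond control limits, cut at about 13% in these data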
# Tn7 DDE FP: disrupts Tn7 cyclic peptide binding to fibrin D-Dimer-E complex; P02675; FP displacement of FITC-Tn7 peptide from fibrin DD(E); 0% = median of compound wells per plate; inhibition, % at 8.3 µM; 0.13% of 370,000 active;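 active = inhibition above the mean of compounds falling within the control limits plus 3 SD of them, cut at about 14% in these data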;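 note: 0% = plate median of compound wells and 100% = 10 µM Aha-Tn7 peptide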
#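 System: human fibrin DD(E); quantity: Fibrin-DD(E) at 2 µM final; also added: fluorescent Tn7 probe at 0.1 µM; compound dosing: single nominal test concentration of 8.3 µM per compound; schedule: 10 min preincubation, 3 h with tracer, room temperature; detection: fluorescence polarization of the labelled Tn7 tracer; repeats: one replicate per compound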
# TDP2 absorb: blocks human TDP2 phosphodiesterase activity; inhibition, % at 12.8 µM; recombinant TDP2, T5PNP hydrolysis, p-nitrophenol absorbance 415 nm; 0.34% of 370,000 active; O95551;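 active = inhibition above the mean of all tested compounds plus 3 SD, set per campaign, cut at about 25% in these data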;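 note: 0% = DMSO with enzyme and 100% = buffer with substrate but no TDP2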
#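 Incubation: 2 h at 37 °C; Test system: recombinant human TDP2; Quantity: enzyme 120 nM; Read-out basis: percent inhibition; Medium: 50 mM Tris-HCl pH 7.5 with Mg2+, KCl, DTT, BSA; Repeats: single replicate; Compound: 12.8 µM single point, 1% DMSO; Signal: epi absorbance; Reagent: 5 mM T5PNP chromogenic substrate; Benchmarks: no-enzyme high, DMSO-plus-enzyme low.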
# TCR CD3 inh: inhibitors of human TCR-CD3 interaction; 0.37% of 360,000 active; AID 651800; TAMRA-labeled TCR probe fluorescence, biochemical; inhibition, % at 9.4 µM; in the data active = inhibition above about 19%;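 note: recombinant mutant TCR 2C K166C tagged with TAMRA read by polarization; 0% = receptor in buffer alone and 100% = receptor with positive control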
# PRMT1 inh: PRMT1 (human) inhibition, primary screen; 1.3% of 370,000 active; Q99873; inhibition, % at 2.79 µM; recombinant PRMT1, activity-based probe fluorescence polarization; AID 652257;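 active = inhibition above about 21% made by adding two undisclosed values, limit read from the data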
# Target sequence (Q99873 whole entry, looked up): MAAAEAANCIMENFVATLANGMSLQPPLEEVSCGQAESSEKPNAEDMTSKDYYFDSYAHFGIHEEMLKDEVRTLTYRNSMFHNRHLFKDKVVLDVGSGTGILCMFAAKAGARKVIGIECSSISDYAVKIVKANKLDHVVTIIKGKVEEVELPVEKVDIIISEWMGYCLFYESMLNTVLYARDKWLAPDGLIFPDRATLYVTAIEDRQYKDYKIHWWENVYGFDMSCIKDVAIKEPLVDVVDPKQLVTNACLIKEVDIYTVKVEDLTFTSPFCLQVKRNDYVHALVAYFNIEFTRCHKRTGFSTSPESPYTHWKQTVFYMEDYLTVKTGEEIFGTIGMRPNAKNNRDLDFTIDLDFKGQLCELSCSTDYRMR
# DDE Tn6 FP inh: DD(E)-Tn6 binding inhibition, primary FP screen; P02675; inhibition, % at 8.3 µM; Fibrin DD(E) TRITC-Tn6 fluorescence polarization displacement; 0.21% of 370,000 active; AID 720509;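 active = inhibition above a per-campaign cutoff: mean of compounds within control limits plus 3 SD, cut at about 15% in these data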;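 note: 0% = median of all compound wells on the plate and 100% = blocking peptide control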
# UHRF1 MBD2 ctr: blocks human UHRF1 binding to methylated DNA. UHRF1 binding to methylated oligo, TR-FRET. Q96T88. AID 687016. inhibition, % at 4.4 µM. 0.75% of 370,000 active; in the data active = inhibition above about 21%;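 note: UHRF1 SRA domain binding a hemimethylated CpG hairpin DNA probe; 0% = median of test compound wells and 100% = reference inhibitor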
# An asterisk follows results filed as active; x = no result given. This is a random part of the collection; 4.6% or so of the library scored in one or more.
SMILES,MBD2 DNA inh,SIAE inh,LEDGF integ inh,KLK7 zymogen act,Tn7 DDE FP,TDP2 absorb,TCR CD3 inh,PRMT1 inh,DDE Tn6 FP inh,UHRF1 MBD2 ctr
CCNC(=S)N/N=C/c1ccc(F)cc1,-2,1,2,0.2,3,3,-3,-3,0,-1
NC(=O)c1cc2ccccc2o/c1=N/NC(=O)c1cccs1,-1,-2,-3,-0.5,4,-4,-12,4,-3,-8
Cc1nc2cc(NS(=O)(=O)c3ccc(Br)cc3)ccc2n1C,5,0,-2,-0.3,-6,-5,0,-1,-10,2
CN(C#N)c1nccc(-c2cccs2)n1,-2,-2,-4,0.8,1,0,-3,1,4,0
CCCCOc1ccc(C(=O)Nc2ccc(C)cc2[N+](=O)[O-])cc1,8,7,-2,-0.6,-3,8,-5,4,-6,-2
CC(=O)c1cc(-c2ccc(-c3ccccc3)c(F)c2)c(=O)n2c1CCC2,-1,-8,0,0.0,5,-1,x,2,4,1
CCN(CC)c1ccc2cc(C(N)=O)c(=N)oc2c1,-4,-4,-4,2.2,-1,-10,1,-7,5,-20
Cc1ccc(-n2cc(C(=O)c3ccc(F)cc3)nn2)cc1Cl,6,-5,3,-1.1,-4,-8,-1,3,-3,0
O=C1Nc2ccc(S(=O)(=O)N3CCCC3)c3cccc1c23,-12,4,3,5.4,-6,-12,2,1,-1,-4
CC(=O)N1C(=O)C2(C(C#N)=C(N)Oc3c2c(C)nn3-c2ccccc2)c2ccccc21 (stereo not given),-3,-9,-2,0.4,-1,21,-4,2,-5,-6
O=C1C=C(Nc2ccc(O)cc2)CC(c2ccco2)C1 (stereo not given),-3,-6,4,-0.7,-3,-1,1,8,-6,-4
Cc1cc(NC(=O)c2cccc(C)c2[N+](=O)[O-])no1,1,-3,-3,0.0,8,8,-4,6,-3,0
COC(=O)[C@]12C[C@H](CC(=O)NCCCCc3ccccc3)C(=O)N(CCc3ccc(OC)c(OC)c3)C1=C[C@H](COCc1ccccc1)O[C@@H]2C,-1,-2,0,0.8,3,5,x,0,-6,-1
COc1ccc(CN(C)C(=S)Nc2ccc(OC(F)F)cc2)cc1,4,3,-1,0.5,-1,-4,0,5,-6,5
Cc1ccc(-c2nc(SCC(=O)NCC3CCCO3)c(-c3ccc(Cl)cc3)[nH]2)cc1 (stereo not given),5,0,-1,-0.2,-3,9,1,-6,-2,0
Cc1ccc(/C=N/NC(=O)c2cc(C)oc2C)o1,-2,5,1,-0.3,-3,-13,10,-2,2,-4
Cc1cc(NC(=O)COC(=O)c2cccc(OCc3ccccc3)c2)no1,-2,0,1,-0.8,-4,-5,8,-1,-1,-2
O=C(NCc1ccco1)C(NS(=O)(=O)c1cccc2nsnc12)c1ccccc1 (stereo not given),2,0,-2,-0.2,0,7,5,1,1,-4
CN(C)c1cccc(C(=O)N2CCCC(CCC(=O)NCc3ccccc3F)C2)c1 (stereo not given),1,6,1,-0.4,-3,14,7,-5,-4,-1
CCCCOC(=O)c1cccnc1,-1,7,-3,-0.9,1,-1,-1,5,-4,0
CN(C)CCOc1nc(-c2ccccc2)nc2c1oc1ccccc12,6,2,0,-0.3,-6,-7,0,-1,-3,-61
CCCCN1C(=O)C(CC(=O)NC2CCCC2)CC(C(=O)N2CCCCCC2)=C1C (stereo not given),1,2,-1,-0.6,-1,6,-3,1,4,-1
CN(C(=O)/C=C/c1ccc(F)cc1)C1CCCCC1,1,-1,-1,0.3,10,6,-2,-1,3,-2
Cc1ccccc1C(=O)NNC(=O)c1ccc2nc[nH]c2c1,8,-1,-1,0.0,1,12,4,5,0,-2
CC(=O)c1sc(NC(=O)c2ccccc2F)nc1-c1ccccc1,3,-7,-2,-0.6,2,-5,0,3,0,-1

# (more compounds)
SMILES,MBD2 DNA inh,SIAE inh,LEDGF integ inh,KLK7 zymogen act,Tn7 DDE FP,TDP2 absorb,TCR CD3 inh,PRMT1 inh,DDE Tn6 FP inh,UHRF1 MBD2 ctr
CCOc1ccc(-c2c(C(=O)N/N=C/c3ccc(OC(C)C)cc3)nnn2-c2nonc2N)cc1,-4,-31,-4,-5.6,-8,-6,7,-2,-6,-1
Cc1cc(=O)[nH]c(SCC(=O)Nc2ccc(S(=O)(=O)N3CCOCC3)cc2)n1,-1,-6,4,0.1,-11,-15,-11,17,1,6
O=c1c(C=NCCCO)c(-c2ccccc2)[nH]n1-c1nc2ccccc2s1,-4,-20,21*,-0.3,-4,23,-1,-3,3,-2
Cc1c(Cl)ccc2c(C(=O)O)cc(-c3ccccc3)nc12,-4,-2,-2,0.0,-4,-10,8,-1,1,-3
O=S1(=O)[C@H]2C[C@H](CO)O[C@@]2(CO)CN1Cc1ccc(-c2cccc(Cl)c2)cc1,9,5,-2,0.0,-1,-9,-3,1,2,7
CCCn1c(=O)c(-c2ccccc2)c(O)c2ccccc21,-3,-1,-2,0.0,1,-1,4,1,2,-1
Cc1noc(C)c1COC(=O)[C@@H](NC(=O)c1ccccc1Cl)C(C)C,0,0,0,0.0,5,2,6,1,2,-1
CC1=C(CCN2CCN(C(C)C)C(CCO)C2)C(C)(C)CCC1 (stereo not given),5,0,-2,-0.1,6,6,-8,-2,-7,4
O=C(COC(=O)CCC(=O)c1cccs1)NC1CC1,6,-7,-4,-0.5,0,-6,2,-1,9,1
CC1CCc2c(c3ccccc3n2C(=O)CCl)C1 (stereo not given),4,7,0,0.5,1,14,6,0,-1,3
Cc1ccc(C)c(S(=O)(=O)N=Nc2c(O)[nH]c3ccccc23)c1,-7,-5,-5,0.6,-3,4,13,-3,1,-3
O=C(Nc1ccc(OC(F)(F)F)cc1)C1CCCN(C(=O)c2ccc(Cl)cc2)C1 (stereo not given),0,-6,2,0.1,5,-12,-11,1,1,8
Cc1cc(C)cc(NC(=O)NCc2ccccn2)c1,-4,9,-1,0.5,-2,-4,10,-2,4,0
CC1CCc2cc(F)ccc2N1C(=O)CSc1nnc2c(n1)[nH]c1ccc(F)cc12 (stereo not given),0,-4,-2,-0.5,0,-8,3,1,3,0
CC1CCc2nn(CC(=O)NC3CCCC(C)C3C)cc2C1 (stereo not given),0,4,-2,-0.3,3,0,-5,-1,-1,-1
CC1CN(c2nc3ccccn3c(=O)c2/C=C(\C#N)C(N)=O)CC(C)O1 (stereo not given),-2,0,-5,8.4,4,-4,-1,-3,5,-3
CCOC(=O)c1c(/N=C/C2C(=O)CC(C)(C)CC2=O)sc(C)c1C,4,-1,-2,0.1,4,-4,3,8,0,0
O=C(Cc1ccccc1)NN1C(=O)/C(=C/c2ccc(C(=O)O)cc2)SC1=S,-1,-1,0,0.0,-7,26*,4,16,-3,-1
CC1CCN(C2=NC(=O)/C(=C/c3cccc(O)c3)S2)CC1,-5,-6,1,0.8,5,18,3,2,-2,-2
Cc1ccc(NC(=O)C2CCCN2C(=O)c2cccs2)c(C)c1 (stereo not given),-5,13,0,0.1,6,1,1,-1,1,1
CCS(=O)(=O)N1CCCC(C(=O)Oc2ccc(Br)cc2)C1 (stereo not given),-3,2,-3,0.0,0,6,2,-1,-2,0
COC(=O)c1ccc(CO/N=C/c2ccc(OC)cc2)o1,-5,0,10,0.2,-4,-8,-2,-3,-6,4
Cc1ccc(-c2cc(C(=O)NNC(=O)c3csc(N4CCOCC4)n3)c3ccccc3n2)cc1,-4,-3,3,-0.2,-2,0,-1,-5,0,-3
Cc1cccc(NC(=O)C2C3CCCCC32)c1 (stereo not given),1,-4,2,0.2,0,-2,9,-2,1,0
COc1ccc(-n2c(=O)c(CCC(=O)N3CCN(c4cccc(OC)c4)CC3)nc3ccccc32)cc1,-1,-1,-1,-0.7,-1,-5,2,-4,0,1

# (more compounds)
SMILES,MBD2 DNA inh,SIAE inh,LEDGF integ inh,KLK7 zymogen act,Tn7 DDE FP,TDP2 absorb,TCR CD3 inh,PRMT1 inh,DDE Tn6 FP inh,UHRF1 MBD2 ctr
CCc1cc(=O)oc2cc(C)cc(OCC(=O)C(C)(C)C)c12,1,5,-1,6.1,9,4,-9,0,3,2
CO/N=C\c1cc(C(=O)c2ccc(Cl)cc2Cl)cn1C,2,-7,-5,0.2,3,2,5,-1,3,-2
CC(NC(=O)c1ccco1)C12CC3CC(CC(C3)C1)C2 (stereo not given),-5,4,3,0.6,-8,-1,6,-2,5,0
Cc1cccc(NC(=S)NC2CC3C=CC2C3)c1 (stereo not given),-1,0,2,-0.1,-4,-7,2,2,3,1
Cc1ccc(NC(=O)C2CCN(S(=O)(=O)c3ccccc3)CC2)cc1,-6,-2,-4,0.6,4,30*,8,-2,7,-2
Brc1ccc(C2=NC(Cc3ccccc3)CO2)cc1 (stereo not given),6,-1,-1,-0.5,-5,8,2,2,-4,0
CN(C)CCCN(C(=O)COc1ccc(Cl)cc1)c1nc2cc3c(cc2s1)OCCO3,3,7,-3,-0.8,-6,-6,8,3,-7,3
Cc1ccc(N(CC(=O)N/N=C/c2ccc(OC3CSC3)cc2)S(=O)(=O)c2ccccc2)cc1,4,-5,-6,0.1,-2,4,1,2,4,2
Cc1ccc(CN2C(=O)CCC2C(=O)NCCCN2CCCCC2C)cc1 (stereo not given),-4,2,-3,0.1,-3,-2,12,-2,-2,-1
Cc1ccc2[nH]c(-c3ccccc3)cc(=O)c2c1,7,6,-4,0.8,0,2,-5,1,-8,6
O=C(CCN1CCN(c2ccccc2F)CC1)Nc1ccc2c(c1)OCO2,0,4,0,0.2,-1,-5,5,-4,2,-1
CC(C)(C)c1ccc(-c2nnc3n2N=C(c2ccc(Cl)cc2)CS3)cc1,4,2,0,0.4,-5,-2,x,5,1,0
N#Cc1ccc(C23CC4(C2)[C@H](CN(Cc2ccc(-c5ccccc5)cc2)[C@@H]4c2ccccc2)C3c2ccccc2)cc1 (stereo not given in full),0,-5,3,-0.3,1,1,0,-1,-4,-1
CCCc1ncc(CN2CCC(C(=O)Nc3cccc(-c4cscn4)c3)CC2)cn1,10,-4,-4,0.1,1,-12,2,8,-1,2
Cc1nc(-c2cccnc2)sc1C(=O)Nc1ccc(C(F)(F)F)cc1,1,-23,-3,-0.5,4,-14,-1,-3,1,1
CC1Cc2ccccc2N1C(=O)CSc1nc2cc3c(cc2cc1C#N)OCO3 (stereo not given),0,-4,0,0.6,-5,2,-1,-1,8,-2
CN(C)/C=C1/C=C(C=O)OC1=O,1,5,2,-0.8,5,2,2,0,1,1
Cc1cc(C)c(C)c(N=Nc2nc3ccccc3n2C)c1C,-3,9,1,0.1,-3,-2,5,2,3,-3
Cc1ccc(Cc2cnc(NC(=O)C3=NCCN3)s2)cc1,-2,2,6,0.0,-8,-6,-4,-3,-8,4

# Complete entries from above. Order of screens: MBD2 DNA inh | SIAE inh | LEDGF integ inh | KLK7 zymogen act | Tn7 DDE FP | TDP2 absorb | TCR CD3 inh | PRMT1 inh | DDE Tn6 FP inh | UHRF1 MBD2 ctr
# `CC(NC(=O)c1ccco1)C12CC3CC(CC(C3)C1)C2` (stereo not given) is listed as -5 | 4 | 3 | 0.6 | -8 | -1 | 6 | -2 | 5 | 0
# `Cc1ccc(Cc2cnc(NC(=O)C3=NCCN3)s2)cc1` is listed as -2 | 2 | 6 | 0.0 | -8 | -6 | -4 | -3 | -8 | 4

# Bioassay records as filed in PubChem BioAssay.
